Bioassay records deposited in PubChem by several laboratories.
D1 mod = D1 CRE-luciferase signal change, two-sided – cell-based, HEK293 D1, dopamine EC30, D1 allosteric modulator project, primary screen; 58,000 tested, 5.9% active; B-score at 10 µM; D(1A) dopamine receptor (Homo sapiens), P21728; dopamine EC30 potentiation; actives deviate in either direction;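 active means luminescence count or its row- and column-corrected plate score outside the 99.7% band of the plate's sample wells, on either side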
Hsp90 block = tumor Hsp90 inhibitors, primary screen, cell lysate, fluorescence polarization, NCI-N417 lysate; inhibition, % at 30 µM; Cy3B-geldanamycin FP displacement; AID 429, 2006; 64,000 tested, 0.35% active;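 active means inhibition above 50%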;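 further: 0% = tracer plus lysate wells and 100% = tracer alone without lysate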
AP complement = alternative complement pathway inhibitors, primary screen, biochemical, ELISA, human serum, orthogonally pooled compounds; LPS-coated ELISA, C3 deposition; tested in compound mixtures; inhibition, % at 5 µM; 62,000 tested, 0.08% active; AID 1235, 2008;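 active means inhibition above 30% in each of the two pooled mixtures holding the compound, so the lower value exceeds 30%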;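 further: 0% = serum in Mg-EGTA without compound and 100% = EDTA serum blank; some compounds past the cut are filed as inactive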
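Test system: human serum complement alternative pathway, C3 deposition onto LPS / Medium: Mg2+-EGTA GVB++ buffer containing human serum at 1:15 dilution / Probe or stimulus: Plate-bound LPS / Times: 1 h at 37 °C / Signal: ELISA with HRP anti-human C3 antibody, TMB substrate, absorbance 450 nm / Measure: percent inhibition / Repeats: two pool placements per compound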
DUSP1 inh = MKP-1 phosphatase inhibitors, primary screen, biochemical, in vitro; inhibition, %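 (compounds tested at a single concentration somewhere between 10 and 100 µM)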; 65,000 tested, 0.15% active; Dual specificity protein phosphatase 1 (Homo sapiens), P28562; recombinant MKP-1, OMFP hydrolysis fluorescence;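 active means inhibition above about 50%, limit read from the data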;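 further: 0% = DMSO max control wells and 100% = wells with enzyme stopped by NaOH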
Ecoli tolC = growth inhibitors of E. coli tolC mutant, primary screen, strain BW25113 ΔtolC::kan, 384-well. OD615. growth inhibition, % at 10 µM (by protocol). 65,000 tested, 2.2% active;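 active means growth inhibition at or above a cutoff equal to the mean over every tested compound plus 3 SD, cut at about 60% in these data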;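 further: growth measured after 20 h incubation at 37 °C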
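Signal: optical density read at 615 nm; Assay system: E. coli ΔtolC::kan strain BW25113; Times: 20 h incubation with compound, 37 °C; Dosing: 10 µM final, single dose.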
Cdc25B block = inhibitors of Cdc25B phosphatase catalytic domain, primary screen, biochemical, OMFP fluorescence; M-phase inducer phosphatase 2 (Homo sapiens), P30305; recombinant Cdc25B, OMFP fluorescence Ex485/Em525; inhibition, %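 (compounds tested at 10 µM final in the well)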; 65,000 tested, 0.1% active; AID 368, 2006; in the data active means inhibition above about 50%
CatB mix inh = cathepsin B inhibitors from pooled compounds, primary screen, biochemical, compound mixtures, AMC fluorescence; P07858; Purified cathepsin B, AMC dipeptide fluorescence; inhibition, %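 (ten-compound pools at 5 µM per compound and 50 µM total)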; 62,000 tested, 0.06% active; AID 488, 2006; in the data active means inhibition above about 22%, passing the limit was not always enough;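 further: 0% = enzyme without compound and 100% = no enzyme blank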
CatB inh = human cathepsin B inhibitors, primary screen, biochemical, fluorogenic substrate | purified cathepsin B, fluorescence | inhibition, %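 (tested at 10 µM)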 | 63,000 tested, 0.1% active | AID 453, 2006; in the data active means inhibition above about 21%;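 further: 0% = enzyme with no compound and 100% = no enzyme blank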
Ec RNAP inh = E. coli RNAP inhibitors, biochemical. E. coli RNA polymerase, fluorescence transcription assay. inhibition, %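 (tested at 10 µM)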. 62,000 tested, 0.2% active; in the data active means inhibition above about 20%;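 further: 0% = enzyme without compound and 100% = no enzyme blank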
Target sequence (P0A8V2 whole entry, looked up): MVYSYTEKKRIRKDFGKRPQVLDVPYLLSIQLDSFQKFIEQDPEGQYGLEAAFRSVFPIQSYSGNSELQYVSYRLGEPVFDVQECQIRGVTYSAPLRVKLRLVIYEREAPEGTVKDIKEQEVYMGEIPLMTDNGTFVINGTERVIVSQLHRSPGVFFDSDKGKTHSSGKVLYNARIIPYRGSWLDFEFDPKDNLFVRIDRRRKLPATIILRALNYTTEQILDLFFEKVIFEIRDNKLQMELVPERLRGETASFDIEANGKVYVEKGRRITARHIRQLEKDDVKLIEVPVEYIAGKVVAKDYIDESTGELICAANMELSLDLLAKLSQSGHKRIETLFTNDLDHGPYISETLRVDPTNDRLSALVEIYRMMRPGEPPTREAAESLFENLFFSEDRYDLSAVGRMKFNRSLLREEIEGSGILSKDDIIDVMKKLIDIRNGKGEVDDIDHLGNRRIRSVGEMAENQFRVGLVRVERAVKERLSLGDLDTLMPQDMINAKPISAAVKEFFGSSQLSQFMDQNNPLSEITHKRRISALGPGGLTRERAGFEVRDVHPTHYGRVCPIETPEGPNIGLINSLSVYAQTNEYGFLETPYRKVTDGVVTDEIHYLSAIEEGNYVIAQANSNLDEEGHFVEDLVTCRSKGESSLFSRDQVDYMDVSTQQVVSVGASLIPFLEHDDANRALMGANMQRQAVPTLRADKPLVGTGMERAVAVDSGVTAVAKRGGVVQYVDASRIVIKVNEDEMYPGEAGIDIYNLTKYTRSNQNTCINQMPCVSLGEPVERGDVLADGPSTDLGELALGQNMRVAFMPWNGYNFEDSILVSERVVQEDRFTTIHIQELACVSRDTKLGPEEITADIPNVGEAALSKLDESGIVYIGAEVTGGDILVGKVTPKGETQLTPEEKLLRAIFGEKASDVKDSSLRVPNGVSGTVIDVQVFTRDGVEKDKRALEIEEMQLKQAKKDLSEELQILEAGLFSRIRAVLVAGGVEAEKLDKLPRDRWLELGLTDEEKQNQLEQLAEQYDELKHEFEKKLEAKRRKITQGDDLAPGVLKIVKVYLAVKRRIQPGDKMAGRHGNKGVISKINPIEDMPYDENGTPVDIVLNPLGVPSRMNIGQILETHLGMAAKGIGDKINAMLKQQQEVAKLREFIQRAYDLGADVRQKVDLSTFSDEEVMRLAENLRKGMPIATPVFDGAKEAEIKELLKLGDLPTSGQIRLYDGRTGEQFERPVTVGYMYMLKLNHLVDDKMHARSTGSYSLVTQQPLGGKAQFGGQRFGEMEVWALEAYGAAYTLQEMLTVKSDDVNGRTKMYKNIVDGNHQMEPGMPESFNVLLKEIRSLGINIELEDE
* hit, by the source's call; x = not tested or not shown.

SMILES | D1 mod | Hsp90 block | AP complement | DUSP1 inh | Ecoli tolC | Cdc25B block | CatB mix inh | CatB inh | Ec RNAP inh
CCCN1Cc2cccc(C(=O)NCc3ccccc3)c2C1=O | 11* | -1 | 4 | 29 | 11 | 0 | 1 | 4 | -1
CCCCCc1nnc(NC(=O)Cc2cccs2)s1 | x | -28 | 6 | 9 | -2 | 10 | 9 | -5 | 12
CCc1noc(C)c1C(=O)N1CCCC1 | -0.005 | 2 | 6 | 1 | -12 | -6 | 6 | -4 | 8
Cc1cccc(C)c1OCCOCCN1CCN(C)CC1 | x | -1 | -4 | 3 | -25 | 1 | 0 | 1 | 7
CCN(CC)S(=O)(=O)c1ccc(/C(O)=C2/C(=O)C(=O)N(CCOC)C2c2ccccc2)cc1 (stereo not drawn) | 0.95 | -1 | 4 | 13 | -11 | 2 | -1 | 2 | -4
CCOC(=O)N1CCN(c2c(NCCCN(CC)Cc3ccccc3)c(=O)c2=O)CC1 | x | 0 | 11 | -2 | -11 | -14 | 3 | 1 | 3
COc1ccccc1-c1noc(-c2ccccc2)n1 | -0.52 | -2 | 7 | 21 | 12 | 2 | 6 | 5 | 6
COc1ccc(-c2nc(N3CCCC3)nc3nn4c(C)cc(C)nc4c23)cc1 | -0.82 | -2 | 14 | 28 | -11 | -1 | 2 | 3 | 6
COc1ccc2c(c1OC)C(=O)OC2Nn1cncn1 (stereo not drawn) | -0.54 | -3 | 6 | 8 | -12 | 1 | 6 | 1 | 6
NC(=O)C1(N2CCCCC2)CCN(C(=O)CSc2nc3ccccc3s2)CC1 | 0.7 | -9 | -3 | 33 | 10 | -2 | 3 | 6 | 0
C=CCSc1nnc2n(CCc3ccccc3)c(=O)c3c4c(sc3n12)COC(C)(C)C4 | -1 | -3 | 17 | -3 | 13 | 21 | 1 | -2 | 5
CCCCOc1c(Cl)cc(CNC(C)(C)CO)cc1OCC | -0.22 | -1 | -2 | -10 | -1 | -8 | 2 | 1 | 0

Brought forward from above: 2 compounds; new compounds follow.
SMILES | D1 mod | Hsp90 block | AP complement | DUSP1 inh | Ecoli tolC | Cdc25B block | CatB mix inh | CatB inh | Ec RNAP inh
C=CCSc1nnc2n(CCc3ccccc3)c(=O)c3c4c(sc3n12)COC(C)(C)C4 | -1 | -3 | 17 | -3 | 13 | 21 | 1 | -2 | 5
CCCCOc1c(Cl)cc(CNC(C)(C)CO)cc1OCC | -0.22 | -1 | -2 | -10 | -1 | -8 | 2 | 1 | 0
CCc1cc2c(=O)c(-c3nc4ccccc4n3C)c(C)oc2c(CN2CCN(CCO)CC2)c1O | -0.34 | -2 | 6 | 11 | -7 | -11 | -3 | 1 | 6
Cc1ccc(NS(=O)(=O)c2cccc(C(=O)N3CCOCC3)c2)cc1 | 0.008 | -5 | 11 | 10 | -31 | 6 | -1 | 2 | -3
O=C(CCCOc1ccccc1)Nc1nnc(C2CCCO2)s1 (stereo not drawn) | x | x | -2 | 2 | -4 | 4 | -4 | -1 | 3
c1ccc(Cn2nnc3c(N4CCN(Cc5ccc6c(c5)OCO6)CC4)ncnc32)cc1 | 0.77 | 3 | 16 | 27 | 61* | -1 | -6 | 1 | 0
CN(Cc1ccccc1)C(=O)c1cc(-c2ccc(Br)cc2)on1 | -0.0073 | 0 | 3 | -3 | 24 | -10 | 3 | 4 | 2
CC(=O)Nc1cccc(NC(=O)CCn2c(=O)sc3ccccc32)c1 | -0.88 | 0 | 11 | 6 | 1 | 3 | 6 | 1 | 3
CCc1ccc(CCC(=O)Nc2nc(CC(C)=O)ns2)o1 | 0.93 | 1 | 3 | 9 | -14 | -8 | 8 | -1 | 9
Cc1ccc(S(=O)(=O)N2CCC(C(=O)N3CCC(C(=O)NCC4CCCO4)CC3)CC2)cc1 (stereo not drawn) | 0.58 | 1 | 23 | 25 | -10 | -1 | 3 | 5 | -2
Cc1ccc(OCc2nn3c(-c4n[nH]c5c4CCC5)nnc3s2)cc1 | 0.91 | -17 | -11 | 5 | 20 | 10 | 5 | 10 | 5
O=C(NCCSc1c[nH]c2ccccc12)c1ccc(Br)o1 | -0.62 | -3 | 4 | 5 | 28 | -3 | -7 | 4 | 6
COc1ccc(/C(O)=C(\C#N)c2nc3ccccc3n2C)cc1OC | x | 1 | -5 | 21 | 11 | 0 | 1 | -1 | 20
C=CCn1c(=S)[nH]c2nc3c(cc2c1=O)CCCC3 | 6* | -1 | x | -18 | 5 | -18 | x | 8 | 5

Exported with two lines to a compound: entries from further up.
Fields: D1 mod | Hsp90 block | AP complement | DUSP1 inh | Ecoli tolC | Cdc25B block | CatB mix inh | CatB inh | Ec RNAP inh
COc1ccc(-c2nc(N3CCCC3)nc3nn4c(C)cc(C)nc4c23)cc1
→ -0.82 | -2 | 14 | 28 | -11 | -1 | 2 | 3 | 6
COc1ccc2c(c1OC)C(=O)OC2Nn1cncn1 (stereo not drawn)
→ -0.54 | -3 | 6 | 8 | -12 | 1 | 6 | 1 | 6
NC(=O)C1(N2CCCCC2)CCN(C(=O)CSc2nc3ccccc3s2)CC1
→ 0.7 | -9 | -3 | 33 | 10 | -2 | 3 | 6 | 0
C=CCSc1nnc2n(CCc3ccccc3)c(=O)c3c4c(sc3n12)COC(C)(C)C4
→ -1 | -3 | 17 | -3 | 13 | 21 | 1 | -2 | 5
CCCCOc1c(Cl)cc(CNC(C)(C)CO)cc1OCC
→ -0.22 | -1 | -2 | -10 | -1 | -8 | 2 | 1 | 0
CCc1cc2c(=O)c(-c3nc4ccccc4n3C)c(C)oc2c(CN2CCN(CCO)CC2)c1O
→ -0.34 | -2 | 6 | 11 | -7 | -11 | -3 | 1 | 6
Cc1ccc(NS(=O)(=O)c2cccc(C(=O)N3CCOCC3)c2)cc1
→ 0.008 | -5 | 11 | 10 | -31 | 6 | -1 | 2 | -3
O=C(CCCOc1ccccc1)Nc1nnc(C2CCCO2)s1 (stereo not drawn)
→ x | x | -2 | 2 | -4 | 4 | -4 | -1 | 3
c1ccc(Cn2nnc3c(N4CCN(Cc5ccc6c(c5)OCO6)CC4)ncnc32)cc1
→ 0.77 | 3 | 16 | 27 | 61* | -1 | -6 | 1 | 0
CN(Cc1ccccc1)C(=O)c1cc(-c2ccc(Br)cc2)on1
→ -0.0073 | 0 | 3 | -3 | 24 | -10 | 3 | 4 | 2
CC(=O)Nc1cccc(NC(=O)CCn2c(=O)sc3ccccc32)c1
→ -0.88 | 0 | 11 | 6 | 1 | 3 | 6 | 1 | 3
CCc1ccc(CCC(=O)Nc2nc(CC(C)=O)ns2)o1
→ 0.93 | 1 | 3 | 9 | -14 | -8 | 8 | -1 | 9
Cc1ccc(S(=O)(=O)N2CCC(C(=O)N3CCC(C(=O)NCC4CCCO4)CC3)CC2)cc1 (stereo not drawn)
→ 0.58 | 1 | 23 | 25 | -10 | -1 | 3 | 5 | -2
Cc1ccc(OCc2nn3c(-c4n[nH]c5c4CCC5)nnc3s2)cc1
→ 0.91 | -17 | -11 | 5 | 20 | 10 | 5 | 10 | 5

Additional results:
SMILES | D1 mod | Hsp90 block | AP complement | DUSP1 inh | Ecoli tolC | Cdc25B block | CatB mix inh | CatB inh | Ec RNAP inh
O=C(c1cc2ccccc2oc1=O)N1CCN(c2ccccn2)CC1 | -0.33 | 3 | 11 | -1 | -6 | 3 | 4 | 4 | 1
Cc1cccc(-n2c(Cc3cc(=O)[nH]c(=O)[nH]3)nnc2SCC(=O)NCc2ccco2)c1 | 0.32 | -1 | 19 | 7 | -10 | 25 | -7 | 0 | 6
CC(=O)c1ccc(NC(=O)N[C@@H](CC(C)C)C(=O)O)cc1 | -0.72 | -3 | 11 | -6 | -26 | 1 | 4 | -1 | x
COc1ccc(/C=N/n2c(N)nc3ccccc32)cc1OC | 9.5* | 5 | -17 | -22 | 35 | -6 | 8 | 7 | 5
C=CS(=O)(=O)c1ccc(Oc2ccc(S(=O)(=O)C=C)cc2)cc1 | -4.8* | -3 | 21 | -4 | -26 | -1 | 5 | 0 | 5
CCn1c(SCC(=O)Nc2ccccc2C(=O)OC)nc2c1c(=O)n(C)c(=O)n2C | x | -3 | -1 | 12 | 6 | -4 | 4 | -3 | 6
CCOC(=O)c1cccc(NC(=O)C(C)N2C(=O)c3ccccc3C2=O)c1 (stereo not drawn) | -0.23 | -5 | -5 | -24 | -13 | -4 | 5 | 6 | 12
Cn1c(SCc2ccon2)nc2ccccc2c1=O | 5.9* | -3 | x | 20 | 11 | -10 | x | x | x
CCN1CC2=C(OC(N)=C(C#N)C2c2ccccc2)/C(=C\c2ccccc2)C1 (stereo not drawn) | x | -1 | 8 | -8 | 17 | 8 | 5 | 4 | 18
CCN(CC)CCn1nc(C)nc1-c1ccccc1O | -0.14 | 0 | 22 | -13 | 7 | -13 | -3 | -1 | 5
O=C(NCCc1ccncc1)C(F)(F)F | -0.18 | -2 | 19 | 1 | -17 | -2 | 1 | 4 | 9
O=C(CCCOc1ccccc1)Nc1ccncc1 | -1.2 | 0 | -6 | -5 | -2 | -3 | 4 | 1 | 2
O=C(CCS(=O)(=O)c1cccc2nonc12)N1CCN(c2ccc(F)cc2)CC1 | -0.11 | x | 13 | 23 | 23 | -12 | 1 | 4 | -3
CCOC(=O)N1CCC(NC(=O)Cn2cccc2C(=O)c2ccccc2C)CC1 | -0.87 | -4 | -13 | -2 | 0 | -2 | 2 | 6 | 8
COc1cc(NC(=O)CSc2nc(C)cs2)cc(OC)c1 | -0.029 | -1 | 4 | 3 | 8 | -1 | -3 | -4 | -1
CCCCn1c(=O)n(CC(O)c2ccccc2)c(=O)c2c1ncn2C1CCCC1 (stereo not drawn) | 0.22 | 2 | -11 | 25 | 11 | -3 | 4 | 5 | 5
CCCCc1ccc(NC(=O)C2CCN(S(C)(=O)=O)CC2)cc1 | -0.67 | -1 | 7 | 0 | -19 | -12 | -2 | 1 | 3
COc1ccc(C)cc1N(CC(=O)NC1CCCC1)C(=O)CCC(=O)Nc1cc(C)on1 | -0.11 | -5 | 13 | 17 | -10 | -15 | -3 | -4 | 8
O=C(Nc1nc(-c2cccs2)cs1)c1ccc(S(=O)(=O)N2CCCCC2)cc1 | -0.9 | -5 | 16 | 0 | 30 | -4 | 2 | 4 | 11
Cc1c(C(=O)NCC2CCCO2)sc2nc(-c3ccc(F)cc3)cn12 (stereo not drawn) | -2.4 | 0 | 0 | 17 | -5 | -7 | 3 | 5 | 9
O=C(CCOc1ccccc1)NCC(c1ccco1)N1CCCCC1 (stereo not drawn) | -0.82 | -5 | 6 | 20 | -7 | -4 | 7 | 5 | 6
COc1ccc(OC)c(NS(=O)(=O)c2ccc(Cl)s2)c1 | -1 | -4 | 2 | -3 | -2 | -9 | -1 | 4 | 1
CCOc1ccc(OCC)c(NC(=O)C2CCN(c3nn4c(=O)cc(C)nc4s3)CC2)c1 | 3.5 | -1 | 14 | 2 | -3 | -12 | 2 | -6 | 3
COc1ccc(-c2oc3ncn4nc(Cc5ccccc5)nc4c3c2-c2ccc(OC)cc2)cc1 | 0.017 | -2 | x | -27 | 1 | -13 | x | -7 | -11
c1ccc(CCn2nnnc2CN2CCN(C3CCCC3)CC2)cc1 | -0.46 | -3 | 6 | -3 | -26 | 6 | -2 | 5 | 2
CCOC(=O)Cc1csc(/C(=N/O)C(N)=O)n1 | 0.95 | -1 | 5 | -5 | -9 | -20 | -8 | -1 | 3
COc1cc(CC(=O)OCC(=O)Nc2ncc(Cl)cc2Cl)cc(OC)c1OC | -0.029 | -8 | 9 | -15 | -9 | -2 | -7 | 1 | -1
